Tau fibril FP = inhibitors of human tau fibril formation | K18 P301L tau heparin fibrillization, Alexa594 FP, 6 h | AID 1468 | Potency, µM (titrated, usually from 57.7 µM), without a hit: top-dose activity, negative = inhibition, actives largely listed as inhibitors | 280,000 compounds, 0.39% hits | P10636; note: nearly all actives have a fitted effect of over 55% in size
Target sequence (P10636 561-689 P618L limits assumed): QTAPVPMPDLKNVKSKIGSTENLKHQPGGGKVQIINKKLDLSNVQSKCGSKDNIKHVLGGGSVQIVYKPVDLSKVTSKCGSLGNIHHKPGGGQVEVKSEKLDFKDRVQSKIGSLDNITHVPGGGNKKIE
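Heparin (20 uM) drove fibril formation of recombinant tau K18 P301L, 15 uM unlabeled with 0.24 uM Alexa 594 label, for 6 hr at 37 C in 100 mM sodium acetate pH 7. Fluorescence polarization (555/632 nm) read 1 hr after 30 uM ThT.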
GLA spleen mod = inhibitors or activators of human alpha-galactosidase in spleen homogenate; AID 2107; human spleen homogenate, 4MU-alpha-Gal fluorescence, 40 min; P06280; 240,000 compounds, 0.008% hits; Potency, µM (highest dose often 80 µM), for the others: at the highest dose activity change, negative = inhibition, most hits filed as inhibitors;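 note: 0% = enzyme with vehicle and -100% = no enzyme basal signal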
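Inhibition or activation of alpha-galactosidase in human spleen homogenate is scored by 4-MU fluorescence after 40 min at 37C, pH 5.0, with 1 mM substrate. AC50s come from concentration-response fitted to the Hill equation.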
L3MBTL1 block = inhibitors of human L3MBTL1 | Potency, µM (series often up to 57.1 µM), for the others: at the top dose activity, negative = inhibition, hits mostly inhibitors | Q9Y468 | 230,000 compounds, 0.66% hits | AlphaScreen L3MBTL1–H3K9me1 peptide binding; note: nearly all actives have a fitted effect of over 60% in size
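L3MBTL1 50 nM + b-AHA-H3(1-15)K9me1 75 nM, 30 min RT; compound added, 30 min RT; streptavidin donor/Ni-chelate acceptor beads 10 ug/mL each final, 30 min RT dark; AlphaScreen read.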
Tau fibril ThT = blocks human tau fibril formation measured by thioflavin T; P10636; recombinant tau K18 P301L, heparin-induced fibrillization, ThT fluorescence; Potency, µM (top dose mostly 57.4 µM), for inactives: at the top dose activity, negative = inhibition, hits mostly inhibitors; 270,000 compounds, 2.1% hits; AID 1460; note: nearly all actives have a fitted effect of over 55% in size
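Recombinant human tau K18 fragment […] carrying P301L, 15 uM unlabeled plus 0.24 uM Alexa 594-labeled, was fibrillized with 20 uM heparin in 100 mM sodium acetate pH 7 for 6 hr at 37 C; 30 uM ThT fluorescence read after 1 hr.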
Tau fluor cs = counter-screen for tau fibril formation inhibitors; tau K18 P301L (four-repeat tau fragment) Alexa594 fluorescence, heparin fibrillization; Potency, µM (doses to about 57.7 µM), for the others: at the top dose activity change, negative = decrease; 280,000 compounds, 0.93% hits; AID 1463; note: nearly all actives have a fitted effect of over 55% in size
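Human K18 P301L tau (15 uM unlabeled plus 0.24 uM Alexa 594-labeled, final) in 100 mM sodium acetate pH 7 was mixed with compound and 20 uM heparin and incubated 6 hr at 37 C.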
TRb-SRC2 inh = TRbeta-SRC2 interaction inhibition; P10828; TRbeta-SRC2 peptide binding, fluorescence polarization; receptor liganded with 1 µM T3; Potency, µM (titrated, usually from 106 µM), without a hit: at the highest dose activity change, negative = inhibition, most hits filed as inhibitors; 280,000 compounds, 0.065% hits;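 note: plate controls were bound peptide for no effect and peptide without receptor for full effect; nearly all actives have a fitted effect of over 50% in size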
Target sequence (P10828 whole entry, looked up): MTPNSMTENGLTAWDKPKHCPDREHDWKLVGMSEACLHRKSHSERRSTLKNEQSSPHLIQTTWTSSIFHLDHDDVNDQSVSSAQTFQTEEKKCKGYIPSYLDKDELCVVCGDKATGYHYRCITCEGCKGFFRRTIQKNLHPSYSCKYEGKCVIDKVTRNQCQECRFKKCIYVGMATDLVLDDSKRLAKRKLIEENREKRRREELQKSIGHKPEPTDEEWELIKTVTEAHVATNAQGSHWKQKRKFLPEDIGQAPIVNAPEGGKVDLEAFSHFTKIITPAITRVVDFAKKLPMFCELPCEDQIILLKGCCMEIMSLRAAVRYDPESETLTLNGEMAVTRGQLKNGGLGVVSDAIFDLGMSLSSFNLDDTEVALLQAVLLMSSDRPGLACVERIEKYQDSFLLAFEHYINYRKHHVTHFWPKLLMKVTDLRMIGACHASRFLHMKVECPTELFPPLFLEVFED
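Fluorescence polarization of 20 nM Texas Red SRC2 peptide (20-aa NR interaction domain) bound to 0.6 uM human TRb ligand-binding domain, with 1 uM T3, after 5 hr at ambient temperature; inhibition seen as decreased polarization.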
TR SRC2 fluor cs = alters Texas Red total fluorescence, flagging assay interference. 280,000 compounds, 0.29% hits. AID 1479. TRb/SRC2 Texas Red total fluorescence interference. Potency, µM (highest dose often 106 µM), without a hit: at the top dose fluorescence change, negative = quenching; active = well fitted curve in either direction with a large enough effect; inconclusive = small, poorly fitted or top-dose-only effect
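Flags fluorescent or light-absorbing compounds by total fluorescence, S + 2P, at 555 nm excitation and 632 nm emission. Mixture: 20 nM Texas Red SRC2 peptide, 0.6 uM human TRb LBD, 1 uM T3, 5% DMSO; compound exposure 5 h at ambient temperature.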
ALDH1A1 block = ALDH1A1 (human) enzyme inhibition. Potency, µM (highest dose often 75.3 µM), inactives show at the top dose activity, negative = inhibition, usual class: inhibitors. P00352. 220,000 compounds, 7.3% hits. Purified ALDH1A1, NADH fluorescence, propionaldehyde substrate; active = well fitted inhibition curve with a large enough effect, not every such curve was filed as active; inconclusive = small, poorly fitted or top-dose-only effect, or another doubt; inactive = no such curve, though single readings can be large or run the other way;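 note: plate controls were no enzyme wells and a reference inhibitor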
Target sequence (P00352 whole entry, looked up): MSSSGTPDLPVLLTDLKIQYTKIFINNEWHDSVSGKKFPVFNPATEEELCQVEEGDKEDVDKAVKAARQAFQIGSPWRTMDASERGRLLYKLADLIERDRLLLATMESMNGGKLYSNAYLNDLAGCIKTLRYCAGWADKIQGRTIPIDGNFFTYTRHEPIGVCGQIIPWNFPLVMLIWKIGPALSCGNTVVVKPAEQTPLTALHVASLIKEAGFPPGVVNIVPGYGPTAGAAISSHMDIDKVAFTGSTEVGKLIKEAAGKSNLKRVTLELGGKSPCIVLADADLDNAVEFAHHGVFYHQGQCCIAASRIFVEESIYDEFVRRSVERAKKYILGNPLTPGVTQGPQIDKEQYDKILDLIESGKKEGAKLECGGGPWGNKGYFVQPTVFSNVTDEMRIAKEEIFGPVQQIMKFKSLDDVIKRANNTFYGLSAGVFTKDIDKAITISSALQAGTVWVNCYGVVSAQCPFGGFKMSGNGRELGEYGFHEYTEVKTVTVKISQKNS
Active calls of the source: *; ? = inconclusive; nt = not tested or not shown; & = joins results of further samples; [ ] = another dose, or the depositor's remark. Unless noted, calls come from the whole dose curve; as a rule, active = well fitted curve in the direction sought with a large enough effect; inconclusive = small, poorly fitted or top-dose-only effect, or another doubt; inactive = no such curve, though single readings can be large; an effect the other way counts as inactive or inconclusive. Unless noted, % is set by controls: 0 for no effect and ±100 for the full control effect; potency is the fitted concentration of half-maximal effect.

Molecule	TR SRC2 fluor cs	Tau fibril ThT	TRb-SRC2 inh	L3MBTL1 block	GLA spleen mod	Tau fluor cs	ALDH1A1 block	Tau fibril FP
Cc1cccc(S(=O)(=O)Nc2ccc(C)c3c2OC(C)(C)C3)c1	3%	-11%	-19%	nt	-9%	-17%	?	-2%
Cc1sc2nc(CN3CCCC3)nc(N3CCC(C(N)=O)CC3)c2c1C	3%	-1%	-1%	nt	5%	5%	2%	-1%
Cn1c(=O)c2c(SCC(=O)NCc3ccco3)nc(CC(C)(C)C)nc2n(C)c1=O	-2%	-6%	1%	-5%	10%	-4%	?	3%
O=C(COc1ccccc1O)c1cccs1	-1%	-3%	-4%	4%	-2%	4%	15%	3%
O=C(CSc1nc2ccccc2s1)Nc1ccc(C(=O)O)cc1	-1%	-2%	3%	9%	10%	-1%	nt	-4%
Cc1ccc(NC(=O)CSc2nnc(CCC(=O)O)c(=O)[nH]2)cc1	0%	-9%	4%	-9%	12%	-5%	nt	-1%
Cc1ccc(-n2nc(C)c3c(C(=O)NCc4ccccc4)cc(C4CC4)nc32)cc1	-29%	-13%	3%	nt	nt	-30%	nt	-5%
CCCCNc1oc(-c2cccs2)nc1S(=O)(=O)c1ccccc1	0%	-23%	-3%	nt	-5%	?	?	9%
CC1=CC(=O)C=C(C)C1=NOS(=O)(=O)c1ccccc1	-8%	14µM*	-2%	nt	-5%	?	?	?
CCOC(=O)C1CCN(C(=O)c2ccccc2N(C)S(=O)(=O)c2ccccc2)CC1	-1%	-3%	-3%	9%	1%	-2%	6%	-5%
CCCS(=O)(=O)N1CCN(S(=O)(=O)c2ccc(F)cc2)CC1	-3%	-3%	5%	?	4%	5%	4%	8%
O=C(Nc1ccc(Cc2ccncc2)cc1)c1ccc(S(=O)(=O)N2CCCC2)cc1	-3%	2%	5%	-3%	6%	-13%	14µM*	2%
Cc1cccn2c(=O)c(C=NCCO)c(Nc3ccc(Cl)cc3)nc12	1%	0%	0%	17%	-4%	8%	3%	-1%
COc1ccc(C2=NN(Cc3c(F)cccc3Cl)C(=O)CC2)cc1	3%	-22%	-3%	nt	-5%	-18%	?	2%
COC(=O)CCS(=O)(=O)c1nc(-c2ccccc2)cc(C(F)(F)F)n1	-1%	4%	2%	nt	3%	6%	3%	-6%
O=C(CSc1cccc[n+]1[O-])c1cc2ccccc2o1	1%	11%	9%	2%	4%	11%	?	-2%
COc1ccccc1NC(=O)c1cccc(S(=O)(=O)N2CCCCCC2)c1	4%	-10%	-2%	nt	nt	-23%	nt	-6%
Cc1ccc2nc(-c3ccc(N4C(=O)CC(N5CCN(CCO)CC5)C4=O)cc3)sc2c1 (stereo unspecified)	-10%	-1%	2%	-11%	2%	-8%	?	-1%
C=CCn1cnc2scc(-c3ccc(CC)cc3)c2c1=O	0%	-6%	0%	nt	-7%	-9%	-1%	2%
O=C(NCc1cccs1)C(Cc1ccccc1)NS(=O)(=O)c1cccs1 (stereo unspecified)	-3%	-8%	-4%	3%	-6%	-3%	-6%	-2%

Looked up by compound from the entries so far (2):
Molecule	TR SRC2 fluor cs	Tau fibril ThT	TRb-SRC2 inh	L3MBTL1 block	GLA spleen mod	Tau fluor cs	ALDH1A1 block	Tau fibril FP
O=C(CSc1cccc[n+]1[O-])c1cc2ccccc2o1	1%	11%	9%	2%	4%	11%	?	-2%
Cc1ccc(-n2nc(C)c3c(C(=O)NCc4ccccc4)cc(C4CC4)nc32)cc1	-29%	-13%	3%	nt	nt	-30%	nt	-5%

Other results follow:
Molecule	TR SRC2 fluor cs	Tau fibril ThT	TRb-SRC2 inh	L3MBTL1 block	GLA spleen mod	Tau fluor cs	ALDH1A1 block	Tau fibril FP
COc1ccc(C(=O)C2CCCN(Cc3cnc(N4CCOCC4)s3)C2)c(OC)c1 (stereo unspecified)	-1%	-6%	-4%	-15%	-2%	-2%	?	1%
CCOC(=O)c1cnc(SC)nc1NCCOC	-1%	13%	2%	-7%	1%	3%	?	2%
CCOC(=O)c1c(O)c2ccccc2n(CC)c1=O	1%	-2%	-4%	5%	11%	0%	4%	3%
N#Cc1ccc(-c2ccc(F)cc2)nc1Sc1ccccc1	0%	1%	6%	4%	5%	-3%	12%	-17%
O=C(c1ccc(Cl)c(Cl)c1)c1cc(-c2ccccn2)c(N2CCOCC2)s1	-5%	-14%	6%	52%[activator]	-16%	-19%	?	7%
COc1ccc(C(=O)OCC(=O)c2c(N)n(C)c(=O)n(C)c2=O)cc1OC	-3%	0%	7%	nt	-3%	-1%	3%	-5%
CC(C(=O)Nc1ccccc1)n1nnc2sc3c(c2c1=O)CCCC3 (stereo unspecified)	0%	?	-5%	nt	nt	-27%	nt	?
O=C(COC(=O)COc1cccc2ccccc12)NCC(F)(F)F	-3%	-3%	-2%	1%	5%	-9%	3%	3%
CCCCC(=O)NC(=S)Nc1ccc(Cl)c(C(=O)O)c1	-1%	-4%	2%	2%	9%	-1%	-18%	-3%
CSc1nc(-c2ccccc2)nc(NC(=O)c2ccccc2)c1C(C)=O	-1%	-7%	0%	-17%	2%	-22%	5%	-8%
Cc1c2c(nc3nc4ccccc4n13)CC(C)(C)CC2=O	0%	0%	-8%	4%	6%	0%	-2%	3%
COCCNC(=O)CN1CCC(NC(=O)Nc2ccc(C(F)(F)F)cc2)CC1	-3%	2%	-10%	-9%	-1%	-6%	1%	0%
Cc1nn(-c2ccccc2)c2c1C(c1ccc(Cl)cc1)N(c1ccccc1)C(=O)N2 (stereo unspecified)	0%	-10%	2%	-3%	-2%	-4%	2%	2%
Cc1ccc2c(Cl)cc(Cl)c(OCC(=O)NCCc3ccccn3)c2n1	0%	-11%	3%	3%	-5%	-10%	-16%	-11%
COc1ccc(CC(=O)NCC(=O)N/N=C/c2cc(Br)ccc2OC)cc1	2%	nt	4%	nt	2%	-30%	nt	4%
Cn1nc(C(F)(F)F)c(-c2cccc(C(F)(F)F)c2)c1NC(=O)c1nccnc1C(=O)O	-4%	nt	-8%	nt	17%	-14%	nt	-3%
CC1(C)OC2C(CO)OC(n3cnc4c(=O)[nH]c(N)nc43)C2O1 (stereo unspecified)	-8%	-3%	1%	nt	3%	-5%	7%	-2%
CCc1ccc(N/C(SCc2ccccc2C)=C(/C#N)C(=O)NCc2ccco2)cc1	-3%	-2%	5%	-6%	-10%	-13%	-5%	0%
CN(C)CCNC(=O)/C=N/O	-2%	5%	7%	-3%	-3%	0%	-2%	5%
CCC(=O)NCC(=O)OCC(=O)c1ccccc1	2%	-7%	-6%	2%	0%	-4%	11%	-4%
COCCOC(=O)C1=C(C)OC(N)=C(C#N)C1c1ccc2c(c1)OCO2 (stereo unspecified)	-5%	-17%	-6%	-20%	2%	-1%	13µM*	1%
Cc1nn(Cc2ccccc2)c(Cl)c1/C=C/C(=O)OC(C(=O)NC(N)=O)C(C)C (stereo unspecified)	-1%	-10%	-4%	1%	-7%	-16%	6%	1%
CCOc1cc(/C=N/Nc2nc(Nc3ccccc3)nc(N3CCCCC3)n2)ccc1OCC(=O)O	-2%	?	12%	-1%	-15%	-4%	6%	2%
CC(=O)Nc1ccc2nc(NC(=O)c3cccnc3)sc2c1	-2%	?	-3%	2%	-9%	-14%	18%	6%
Cc1ccc(NNC(=O)C(O)(c2cccc(C(F)(F)F)c2)c2cccc(C(F)(F)F)c2)cc1	-8%	-18%	0%	-6%	8%	13µM*[quencher]	?	1%
COc1ccc(OC)c2c1CCC2=O	-1%	-1%	6%	-4%	?	-2%	?	0%
CC(C)CC(=O)Nc1nc2c(c(=O)[nH]1)CCCC2	0%	-8%	3%	nt	7%	0%	-12%	12%
CCCCN(C)S(=O)(=O)c1c(C)[nH]c(=O)[nH]c1=O	0%	-10%	-1%	nt	-2%	-2%	8%	7%
O=S(=O)(c1ccccc1Cl)N1CCCC1c1nc(-c2ccccc2Cl)no1 (stereo unspecified)	5%	-7%	4%	14%	2%	-29%	-3%	-7%
O=[N+]([O-])c1cccc(N2Cc3ccccc3C2)c1	3%	16µM*	7%	12%	-10%	?	-7%	?
Cc1c(NP(=O)(c2ccc(Br)cc2)c2ccc(Br)cc2)c(=O)n(-c2ccccc2)n1C	-1%	0%	-1%	1%	-3%	7%	-4%	5%
COc1ccccc1-n1c(CNC(=O)c2ccco2)nnc1SCC(=O)Nc1ccc(F)cc1	2%	4%	-8%	8%	6%	2%	?	4%
O=C(Cn1nc(C(F)F)cc1C(F)F)N/N=C/c1ccc2c(c1)OCO2	-4%	0%	-11%	4%	-1%	2%	-3%	-10%
Nc1cc(=O)[nH]c(SCC(=O)Nc2cc(Cl)ccc2Cl)n1	-8%	-9%	2%	14%	-4%	-14%	nt	-9%
CC(=O)c1cccc(NC(=O)Cn2nc(-c3ccccc3Cl)ccc2=O)c1	-3%	4%	-5%	10%	-4%	-3%	4%	-6%
COCCN1C(=O)/C(=C/c2ccc(N3CCCC3)cc2C)SC1=S	7%[53 µM]	7.1µM*	3%[53 µM]	-25%	-9%	-13%	?	?
COc1ccc(-n2c(SCC(=O)NNC(=O)c3ccccc3C)nnc2-c2ccncc2)cc1	-1%	-9%	-8%	1%	-14%	-4%	-7%	-1%
CC(C)Cn1c(-c2csc(C(C)C)c2)n[nH]c1=S	-1%	-13%	-1%	-7%	3%	-12%	?	-5%
Cc1cc(NCc2ccccn2)ccc1Br	-3%	?	-6%	-4%	3%	-20%	-6%	-2%
CC(NC(=O)c1cccc(Nc2nc3ccccc3n3nnnc23)c1)c1ccccc1 (stereo unspecified)	4%	-1%	2%	nt	nt	5%	nt	-2%
Cc1nc2ccc(NC(=O)Cc3cccs3)cc2s1	0%	-15%	-9%	-11%	-8%	-3%	-1%	4%
Cc1cc2c(nc1C)CCCN2C[C@H](O)CN1CCCc2nc(-c3ccc(Br)cc3)ccc21	-7%&-1%[11.2 µM]	?	-1%&0%[11.2 µM]	nt	10%&-9%[17.5 µM]	-21%&-6%[11.6 µM]	1%&-8%[13.5 µM]	3%&7%[11.6 µM]
COC(=O)NNC(=O)c1ccc(C(C)(C)C)cc1	-2%	20%	2%	5%	-3%	12%	10%	3%
